Screens deposited in PubChem by several laboratories.
PfHsp40 rescue – rescue of yeast from PfHsp40 toxicity, primary screen, S. cerevisiae, ATP luminescence; S. cerevisiae expressing PfHsp40, growth rescue; growth rescue, % at 12.5 µM; 340,000 compounds, 0.68% hits; AID 504582, 2011; in the data active = growth rescue above about 28%, passing the limit was not always enough;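 note: yeast W303a lacking pdr1 and pdr3 grown in galactose medium; growth measured after three days at 30 °C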
GDH-TPI counter – GDH-TPI coupling enzyme inhibitors, primary screen, artefact control for M. tuberculosis FBA inhibitor project, biochemical, absorbance, full deck | GDH-TPI coupled enzyme counterscreen, NADH absorbance | inhibition, % at 4.8 µM | 360,000 compounds, 1.2% hits | AID 588335, 2011; in the data active = inhibition above about 30%;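 note: 0% = DMSO wells and 100% = wells lacking the enzyme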
UGM FP inh – M. tuberculosis UGM enzyme inhibitors, primary screen, biochemical, fluorescence polarization, single point; UDP-galactopyranose mutase (Mycobacterium tuberculosis (strain ATCC 25618 / H37Rv)), …; purified UGM, fluorescence polarization probe displacement; inhibition, % at 10 µM; 320,000 compounds, 0.06% hits; in the data active = inhibition above about 10%, passing the limit was not always enough
Target sequence (P9WIQ1 whole entry, looked up): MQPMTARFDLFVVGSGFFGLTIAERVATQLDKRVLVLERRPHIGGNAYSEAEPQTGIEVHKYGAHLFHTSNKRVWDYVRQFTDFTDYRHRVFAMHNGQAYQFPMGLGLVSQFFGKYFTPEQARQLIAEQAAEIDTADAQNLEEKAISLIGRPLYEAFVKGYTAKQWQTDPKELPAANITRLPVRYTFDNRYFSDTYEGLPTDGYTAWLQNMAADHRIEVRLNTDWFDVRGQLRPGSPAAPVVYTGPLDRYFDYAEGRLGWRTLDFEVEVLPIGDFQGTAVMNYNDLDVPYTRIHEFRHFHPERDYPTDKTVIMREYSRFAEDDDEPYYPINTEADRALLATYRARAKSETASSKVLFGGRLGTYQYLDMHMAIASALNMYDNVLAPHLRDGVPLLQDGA
FadD28 FP inh – inhibitors of FadD28 bisubstrate probe binding, primary screen, biochemical, fluorescence polarization, single point. 360,000 compounds, 0.22% hits. inhibition, % at 12.5 µM. Mycobacterium tuberculosis FadD28 fatty-acid-AMP ligase. AID 588549, 2011; in the data active = inhibition above about 8.5%, passing the limit was not always enough
Mtb FBA inh – Mtb FBA enzyme inhibitors, primary screen, biochemical, fluorescence, strain H37Rv. 360,000 compounds, 2.3% hits. Fructose-bisphosphate aldolase (Mycobacterium tuberculosis (strain ATCC 25618 / H37Rv)), …. purified M. tuberculosis FBA, fluorescence read-out. AID 588726, 2011. inhibition, % at 1 µM; in the data active = inhibition above about 27%;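 note: 0% = vehicle and 100% = reference inhibitor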
Target sequence (P9WQA3 whole entry, looked up): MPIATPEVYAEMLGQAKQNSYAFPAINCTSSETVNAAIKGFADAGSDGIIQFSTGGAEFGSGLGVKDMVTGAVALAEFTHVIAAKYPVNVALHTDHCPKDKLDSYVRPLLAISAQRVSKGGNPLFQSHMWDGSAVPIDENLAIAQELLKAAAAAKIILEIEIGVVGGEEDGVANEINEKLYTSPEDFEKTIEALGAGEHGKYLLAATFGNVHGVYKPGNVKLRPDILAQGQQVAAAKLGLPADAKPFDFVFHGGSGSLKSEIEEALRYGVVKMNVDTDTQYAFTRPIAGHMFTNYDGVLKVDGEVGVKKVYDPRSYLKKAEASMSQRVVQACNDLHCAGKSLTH
Vc quorum ag – inducers of Vibrio cholerae quorum light production without autoinducers, primary screen, BH1578 luxS cqsA deficient, single point. V. cholerae BH1578 lux reporter, luminescence, 6 h. 350,000 compounds, 0.16% hits. activation, % at 18.7 µM; in the data active = activation mostly above about 9.7%, no sharp cut-off; note: not every result past the cut was called active; inactives centre near 0; reference of the scale not given here
TcdB GH inh – TcdB glycohydrolase inhibitors, primary screen, biochemical, single point, plate reader; AID 652162, 2013; TcdB glycohydrolase enzymatic assay; inhibition, % at 9.99 µM; Toxin B (Clostridioides difficile), P18177; 350,000 compounds, 0.24% hits; in the data active = inhibition above about 10%
BioA inh – M. tuberculosis BioA enzyme inhibitors, primary screen, biochemical, plate reader, single point, HTS; 7,8-diaminopelargonic acid synthase BioA (Mycobacterium tuberculosis); purified M. tuberculosis BioA enzyme; inhibition, % at 9.99 µM; 360,000 compounds, 0.096% hits; AID 602481, 2012; in the data active = inhibition above about 40%
Yp Topo-I inh – Yersinia pestis topoisomerase I inhibitors, primary screen, biochemical, cleavage product accumulation, plate reader, single point | Y. pestis Topo-I cleavage product accumulation | DNA topoisomerase I (Yersinia pestis CO92) | 360,000 compounds, 0.064% hits | activity, % at 10 µM; in the data active = activity above about 50%, passing the limit was not always enough; note: inactives centre near 2
Active calls of the source: *; i = inactive; · = no result given.

Value order: PfHsp40 rescue	Yp Topo-I inh	Vc quorum ag	UGM FP inh	TcdB GH inh	Mtb FBA inh	FadD28 FP inh	GDH-TPI counter	BioA inh
> NC(CSCc1ccccc1Cl)C(=O)O (stereo unspecified)
→ -0.7	2	-0.2	0.8	-0.7	-2	-3.0	-5	·
> O=c1c2cc(N3CCOCC3)ccc2[nH]c(=S)n1Cc1ccc(Cl)cc1
→ 0.0	0	-5.3	0.9	·	11	-7.7	15	-2.0
> CC(C)(O)c1[nH]c2cc(F)ccc2c1C(C)(C)O
→ 3.0	-7	-11	2.2	·	5	-1.2	11	-0.4
> COc1ccc(Cc2nnc(-c3cccc(C)c3)o2)cc1OC
→ -1.5	10	-0.2	0.5	·	4	-2.1	-8	0.9
> COc1ccc(NC(=O)Cc2coc3cc(C)c(C(C)C)cc23)cc1S(=O)(=O)N1CCOCC1
→ 1.0	25	-0.2	0.0	-0.7	2	-2.6	8	·
> COc1ccccc1NC(=S)N(Cc1cccnc1)Cc1ccccc1Cl
→ 3.1	13	-0.5	-0.5	0.2	-1	-3.9	7	·
> O=C(/C(N=Nc1cccc([N+](=O)[O-])c1)=C(/O)c1ccc(Br)cc1)C(F)(F)F
→ ·	-30	-0.1	0.0	·	1	-0.1	9	-0.4
> CCSc1nc2c(c(=O)[nH]1)C(c1ccc(C)cc1)C1=C(CCCC1=O)N2 (stereo unspecified)
→ -0.5	4	i	1.0	0.8	29*	-2.1	6	·
> CCN(CC)C(=O)c1cn(CC)c(=O)c2cc(OC)c(OC)cc12
→ -0.6	5	-0.1	2.7	·	5	0.4	12	-0.6
> C=CCc1c(C)c(C#N)c2nc3ccccc3n2c1N1CCCCC1
→ 1.6	-5	-0.4	-2.1	0.0	3	-1.3	0	·
> CCOc1ccc2nc(SCCNS(=O)(=O)c3ccccc3)sc2c1
→ 0.6	-12	-0.3	2.7	1.2	1	0.1	3	·
> O=[N+]([O-])c1ccc(Oc2cnc3ccccc3n2)cc1
→ 0.2	-2	2.4	0.4	-0.9	1	0.1	8	·
> S=C(NCc1ccco1)N/N=C/c1ccncc1
→ -0.1	2	i	2.0	1.3	-1	-2.1	12	·
> Cc1ccc(CNC(=O)c2csc3c2CCCCC3)cc1
→ 0.5	7	3.3	2.9	·	-2	0.1	5	·
> COc1ccc(-c2noc(N3CCC(C(=O)NCCCN4CC(C)CC(C)C4)CC3)n2)cc1 (stereo unspecified)
→ -0.2	1	i	-1.5	0.3	5	-2.7	-1	-2.0
> Cc1ccc2nccc(C(=O)N3CCCC(Nc4ccc(C)c(C)c4)C3)c2c1 (stereo unspecified)
→ -0.3	19	i	3.2	-4.0	-2	1.3	4	2.0
> CCc1nnc(NC(=O)c2cc(S(=O)(=O)N3CCCCC3)ccc2N2CCOCC2)s1
→ 0.7	2	-0.3	-1.2	0.1	-1	0.4	7	·
> O=C(O)c1cccc(NS(=O)(=O)c2cccc3cccnc23)c1
→ -0.5	-4	-0.5	1.2	0.5	1	1.4	4	-1.1
> O=C(NCCc1csc(-c2ccccc2)n1)c1ccccc1F
→ 0.1	19	-0.8	-1.8	0.8	3	-0.9	8	1.7
> CC(C)Cc1nc(SCC(=O)N2CC(C)OC(C)C2)c2c(=O)n(C)c(=O)n(C)c2n1 (stereo unspecified)
→ 1.2	16	-7.9	0.7	2.4	0	-0.1	0	0.7
> COCCN(C(=O)CSc1ccc2c(c1)OCCO2)c1c(N)n(CC(C)C)c(=O)[nH]c1=O
→ -0.1	10	i	-1.9	1.2	-1	0.4	4	-0.6
> Cc1ccc(CN=C(Nc2ccccc2)NC2CCCCC2)cc1
→ -0.7	-1	-0.4	0.7	-0.1	1	-0.7	-2	·
> COc1ccc(-n2c(Cc3cc(=O)[nH]c(=O)[nH]3)nnc2SCC(=O)Nc2cc(C(F)(F)F)ccc2Cl)cc1
→ 0.8	8	-0.2	2.2	1.8	1	-0.7	1	3.0
> CCc1cc2c(N3CCN(c4ccccc4)CC3)ncnc2s1
→ 3.9	33	-0.8	-2.5	·	-1	0.7	0	11
> Cc1ccc(-c2nnc(SCC(C)C)n2C)cc1
→ -1.2	-4	i	4.3	·	-11	-4.4	-3	-0.9
> COc1ccc2[nH]c3c(=O)n(/N=C/[C@H]4C(C)C=C(C)CC4C)c(=O)[nH]c3c2c1 (stereo partly specified)
→ 0.6	-1	0.8	-2.0	0.9	156*	-2.9	11	-6.1
> CCSC1=NCCN1S(=O)(=O)c1ccccc1
→ 0.5	0	-0.2	-5.2	0.1	2	-0.2	2	·
> C/C(=N\NC(=O)c1csc(C)c1C)c1ccc(C)s1
→ 0.1	4	-0.3	0.4	0.2	-1	1.9	26	-0.4
> CCOC(=O)c1c(C)[nH]c(C(=O)C(Cc2ccccc2)N(C)C)c1C (stereo unspecified)
→ 0.0	-2	i	-1.0	·	0	-1.3	9	1.1
> O=C(Oc1ccc2c(-c3ccccc3)cc(=O)oc2c1)c1cccs1
→ 0.3	32	-0.2	0.6	·	-1	-2.1	12	·
> O=C(COC(=O)CNS(=O)(=O)c1ccc(Br)cc1Cl)NC1CCCC1
→ -1.2	-1	-1.4	·	0.8	3	-0.6	-1	0.0
> O=C(NCCc1ccccc1)C(=O)NCC1OCCN1S(=O)(=O)c1cccs1 (stereo unspecified)
→ -0.5	-1	i	-2.6	-0.3	1	-2.7	2	-0.4
> CCOC(=O)C1=CN(Cc2cccc(F)c2)S(=O)(=O)N(C)C1c1ccc2ccccc2c1 (stereo unspecified)
→ -0.8	15	1.5	·	0.8	-2	-2.6	7	-0.3
> COc1ccc(/C=N/NC(=O)CO/N=C(\C)c2cccs2)cc1
→ 0.8	4	-1.3	2.8	·	0	-0.8	13	1.2
> CCCOC(=O)c1[nH]c2c(c1C)C(=O)CC(c1cccs1)C2 (stereo unspecified)
→ 0.3	-4	-0.3	-0.8	·	-4	-0.9	5	-1.7
> O=C(NCCc1ccc(C(F)(F)F)cc1)C1CCC(=O)N(CCCN2CCCC2=O)C1 (stereo unspecified)
→ 2.6	5	i	-1.8	0.0	0	0.4	8	-0.1
> C=CCOc1c(CNc2nccs2)cccc1OCC
→ -0.4	-8	i	-3.7	·	-1	0.4	4	-2.9
> CCOc1cccc(NC(=O)/C(C#N)=C\c2cn(CC(=O)O)c3ccccc23)c1
→ -1.1	10	-0.4	-2.1	0.3	4	-9.9	20	-1.1
> O=C(NN(c1ccccc1)c1ccccc1)c1ccccc1F
→ -1.4	-1	-0.3	-1.6	0.3	-1	1.1	1	1.5
> COCCNc1nnc(SCC(=O)NC(=O)c2ccccc2)s1
→ 0.7	1	-1.4	·	1.0	-1	-1.1	7	0.4
> COc1ccc2nc(NC(=O)Nc3ccccc3OC)sc2c1
→ 0.4	2	0.6	0.4	0.9	3	-5.3	-2	1.1
> O=C(Nc1sc2c(c1C(=O)O)CCC2)c1ccc(F)cc1
→ -1.7	4	i	3.1	6.5	-1	0.1	6	3.3
> Cc1ccc2c(c1C)C(=O)C(=O)N2
→ -0.6	-2	-0.8	·	4.9	-3	-3.9	0	·
> O=C(COc1ccc(Cl)cc1)N1CCN(c2cccc(C(F)(F)F)c2)CC1
→ 7.4	26	i	-0.8	·	-3	-4.3	-9	·
> O=C(COc1cc2oc(=O)c3c(c2cc1Cl)CCCC3)NCc1cccnc1
→ -0.2	8	1.2	3.2	0.4	2	-2.3	0	5.4
> CC1(C)C2CCC(C2)C1(C)NC(=O)CN1CCN(Cc2ccccc2)CC1 (stereo unspecified)
→ 1.2	20	-2.3	-1.0	1.1	0	-3.0	14	·
> COc1ccc(C2=NNC(=O)CC2)cc1
→ -0.3	-3	·	1.1	0.0	-2	-2.0	6	·
> CCC1=C(OC(=O)N(CC)CC)N2C(=O)OC(=NCC(=O)OC)[C@]2(C)[C@H]2C1=CC[C@H]1C(=O)N(C)C(=O)[C@H]12
→ -1.8	-4	-0.3	-0.9	0.4	2	-1.0	9	-1.4
> Cc1ccc(C)c(N2CCN(C(=O)CCNS(=O)(=O)c3ccc4c(c3)oc(=O)n4C)CC2)c1
→ 0.7	16	i	-0.9	0.1	3	-3.6	-3	0.2
> CC(C)(O)CC[C@@H](O)[C@](C)(O)C1CC[C@@]2(O)C3=CC(=O)[C@@H]4C[C@@H](O)[C@@H](O)C[C@]4(C)C3CC[C@]12C (stereo partly specified)
→ 0.1	8	0.8	0.2	-0.2	3	0.8	0	-0.6
> CC(=NCCCn1ccnc1)c1c(O)n(C2CCCCC2)c(=O)[nH]c1=O
→ 0.1	-4	-0.5	0.9	0.6	7	0.3	7	-0.3
> Clc1cccc(CN2CCCCCC2)c1Cl
→ -1.9	-2	-0.4	0.3	0.1	1	-2.2	-1	-1.5
> Oc1ccccc1/C=N/N1CCCCC1
→ -0.6	10	-0.2	-0.6	-3.3	0	-4.5	0	·
> Cc1ccc(S(=O)(=O)N2C[C@H]3n4c(=O)ccc(=O)n4C[C@H](OC(=O)Nc4cccs4)[C@@]3(O)C2)cc1
→ ·	-4	-0.6	·	0.3	-1	-2.0	2	0.8
> CCn1c(=O)c2c(nc(SCC(=O)NCC3CCCO3)n2C)n(C)c1=O (stereo unspecified)
→ 1.1	3	i	0.7	0.5	-1	-3.5	3	0.2
> CSc1[nH]c(=O)c(C(=O)O)cc1C#N
→ -0.3	4	·	1.1	-0.8	7	-7.6	4	-1.3
> CCOC(=O)Cn1c(N)c(C(=O)OC)sc1=S
→ 1.4	-5	-5.6	1.6	1.7	2	0.0	30	0.3
> O=C1COc2ccc(C(=O)c3ccccc3C(=O)O)cc2N1
→ 0.2	3	-0.2	-0.7	·	3	-3.3	-2	-1.2
> NC(=O)C1CCN(C2CC(=O)N(Cc3ccc(N4CCCC4=O)cc3)C2=O)CC1 (stereo unspecified)
→ 0.1	3	0.4	2.0	·	0	-2.6	6	·
> O=C(O)COc1ccc(NC(=O)c2ccco2)cc1
→ 22	-6	i	-0.1	·	3	1.5	7	-1.3

A section from the list above, for reference:
Value order: PfHsp40 rescue	Yp Topo-I inh	Vc quorum ag	UGM FP inh	TcdB GH inh	Mtb FBA inh	FadD28 FP inh	GDH-TPI counter	BioA inh
> O=C(O)c1cccc(NS(=O)(=O)c2cccc3cccnc23)c1
→ -0.5	-4	-0.5	1.2	0.5	1	1.4	4	-1.1
> O=C(NCCc1csc(-c2ccccc2)n1)c1ccccc1F
→ 0.1	19	-0.8	-1.8	0.8	3	-0.9	8	1.7
> CC(C)Cc1nc(SCC(=O)N2CC(C)OC(C)C2)c2c(=O)n(C)c(=O)n(C)c2n1 (stereo unspecified)
→ 1.2	16	-7.9	0.7	2.4	0	-0.1	0	0.7
> COCCN(C(=O)CSc1ccc2c(c1)OCCO2)c1c(N)n(CC(C)C)c(=O)[nH]c1=O
→ -0.1	10	i	-1.9	1.2	-1	0.4	4	-0.6

More results.
Value order: PfHsp40 rescue	Yp Topo-I inh	Vc quorum ag	UGM FP inh	TcdB GH inh	Mtb FBA inh	FadD28 FP inh	GDH-TPI counter	BioA inh
> O=C(CSc1ncn[nH]1)N1N=C2/C(=C/c3ccccc3)CCCC2C1c1ccccc1 (stereo unspecified)
→ 16	47	-0.3	0.5	-1.4	-2	-5.8	-1	·
> N/C(=N\OC(=O)c1ccc(Cl)cc1Cl)c1ccc(Cl)cc1
→ -1.9	4	-0.2	-1.3	·	-6	0.4	-1	-1.4
> CC(=O)N/C(=C\c1ccccc1)C(=O)OCc1cccc(S(=O)(=O)N(C)C)c1
→ 0.5	-1	i	-3.9	-0.9	1	-2.5	-8	2.0
> COC(=O)c1cc(C(=O)c2cccc(Cl)c2Cl)cn1C
→ -0.8	-8	-0.3	-1.5	·	5	-3.1	-1	·
> CC1CCC(NS(=O)(=O)c2ccc(Cl)nc2)CC1 (stereo unspecified)
→ 1.3	1	i	-3.1	3.0	6	-1.4	0	2.4
